Screening results: PubChem BioAssay, National Center for Advancing Translational Sciences (NCATS)
USP1 inh = Inhibitors of USP1/UAF1: Primary Screen. hit rate 0.23% among 390,000. Potency, µM (titrated, usually from 57.1 µM), inactives show at the top dose activity change, negative = inhibition, hits mostly inhibitors. Ubiquitin carboxyl-terminal hydrolase 1 (Homo sapiens), O94782. recombinant USP1/UAF1, Ub-Rhodamine cleavage fluorescence; further: potency means the concentration at half of the fitted maximal effect; on the % scale 0 is the no-effect control and ±100 the full control effect; nearly all actives have a fitted effect of over 60% in size; inactives centre near -12
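USP1/UAF1 complex at 1 nM was preincubated with compound for 15 min at room temperature, then Ub-Rho substrate (150nM final) was added. Fluorescence (480/540 nm) was read kinetically, 6 reads every 60 seconds.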
TrxR1 substrate = qHTS Assay for Substrates of Mammalian Selenoprotein Thioredoxin Reductase 1 (TrxR1): qHTS. Thioredoxin reductase 1, cytoplasmic (Rattus norvegicus), O89049. purified TrxR1 substrate turnover, NADPH consumption readout. Potency, µM (series often up to 114 µM), for inactives: at the highest dose activity change, negative = substrate turnover. hit rate 0.01% among 390,000; further: potency means the concentration at half of the fitted maximal effect; on the % scale 0 is the no-effect control and ±100 the full control effect; nearly all actives have a fitted effect of over 50% in size
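Rat TrxR1, dispensed at 90 nM, was prereduced with 400 uM NADPH (final) for 5 min at ~22 deg C, then incubated with compound 15 min before 400 uM selenite. A first-read NADPH fluorescence drop versus no-compound background flagged substrates.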
Vif-A3F inh = qHTS for Inhibitors of Vif-A3F Interactions: qHTS; HeLa A3F-eYFP + Vif (tagged APOBEC3F with the HIV-1 protein that degrades it), YFP fluorescence increase; Potency, µM (doses to about 46.1 µM), without a hit: top-dose activity, negative = active; hit rate 0.2% among 390,000; AID 602313, 2012; further: potency means the concentration at half of the fitted maximal effect; % of control where 0% means no effect; nearly all actives have a fitted effect of over 65% in size
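Fluorescence increase (Ex 488/Em 500-530) after overnight compound treatment at 37 deg C flags inhibition of Vif-driven A3F-eYFP loss in stable HeLa A3F-eYFP/Vif cells seeded overnight beforehand.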
LDHA inh = qHTS assay for inhibitors of human lactate dehydrogenase; L-lactate dehydrogenase A chain (Homo sapiens), P00338; purified LDHA, NADH/diaphorase-resazurin fluorescence; active compounds read low; activity change, % (values are at about 110 or 230 µM); hit rate 0.15% among 480,000; AID 1347041, 2019; in the data active means activity change below about -30%; inconclusive means mostly about -25% to -30%;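 further: plate controls were DMSO wells for no effect and wells without enzyme for full effect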
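Resorufin fluorescence (ex540/em590), read at 0 and 20 min after diaphorase/resazurin addition, reports the NADH left after a 5 min room-temperature reaction of 2 nM human LDH5 with 0.06 mM NADH and 0.2 mM pyruvate.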
RGS4 inhibitor = Inhibitors of Regulator of G Protein Signaling (RGS) 4: qHTS; Regulator of G-protein signaling 4 (Homo sapiens), P49798; Transcreener GDP fluorescence polarization, RGS4-accelerated GTP hydrolysis; Potency, µM (series often up to 114 µM), inactives show at the highest dose activity change, negative = inhibition, actives largely listed as inhibitors; hit rate 0.039% among 390,000; further: potency means the concentration at half of the fitted maximal effect; on the % scale 0 is the no-effect control and ±100 the full control effect; nearly all actives have a fitted effect of over 75% in size; some results filed as inactive show a strong effect at the top dose
Target sequence (P49798 whole entry, looked up): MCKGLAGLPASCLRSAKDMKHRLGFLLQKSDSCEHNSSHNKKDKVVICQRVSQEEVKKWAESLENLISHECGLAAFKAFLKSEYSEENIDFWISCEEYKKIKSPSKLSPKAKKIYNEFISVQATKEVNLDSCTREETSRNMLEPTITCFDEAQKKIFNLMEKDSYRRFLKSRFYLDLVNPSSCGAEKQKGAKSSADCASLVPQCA
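MLSMR compounds (23 nl, pin-transferred) preincubated 10 min at room temperature with a 500nM (2x) first reagent, then RGS4 at 900nM (2x) plus Transcreener GDP mix added; fluorescence polarization (620/688 nm) read before and after 90 min at 30 °C.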
IDH1 R132H inh = qHTS for Inhibitors of mutant isocitrate dehydrogenase 1 (IDH1): qHTS; Potency, µM (doses to about 76.6 µM), for the others: top-dose activity change, negative = inhibition, actives largely listed as inhibitors; Isocitrate dehydrogenase [NADP] cytoplasmic (Homo sapiens), O75874; hit rate 0.093% among 390,000; IDH1-R132H enzyme, NADPH consumption, diaphorase/resazurin fluorescence; further: potency means the concentration at half of the fitted maximal effect; on the % scale 0 is the no-effect control and ±100 the full control effect; nearly all actives have a fitted effect of over 65% in size
Target sequence (O75874 whole entry R132H, stated change not applied): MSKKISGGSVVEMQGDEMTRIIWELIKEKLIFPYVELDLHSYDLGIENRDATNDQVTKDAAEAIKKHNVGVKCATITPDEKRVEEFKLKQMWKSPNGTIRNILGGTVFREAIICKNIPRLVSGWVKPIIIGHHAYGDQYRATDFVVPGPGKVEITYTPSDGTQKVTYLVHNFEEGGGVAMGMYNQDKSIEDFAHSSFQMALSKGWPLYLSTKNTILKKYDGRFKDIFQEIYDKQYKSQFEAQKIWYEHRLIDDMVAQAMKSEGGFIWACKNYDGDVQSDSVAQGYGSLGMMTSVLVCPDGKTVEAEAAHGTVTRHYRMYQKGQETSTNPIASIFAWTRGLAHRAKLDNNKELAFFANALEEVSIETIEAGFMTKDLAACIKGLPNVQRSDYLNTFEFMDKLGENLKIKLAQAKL
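IDH1-R132H (0.5 ug/mL) preincubated 30 min with compound, then NADPH (0.016 mM) and alpha-KG (2 mM) added; 80 min at RT, pH 7.5. Remaining NADPH coupled via diaphorase/resazurin to fluorescence (540/590 nm); concentration-response curves normalized to no-enzyme control.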
GRP78 ERSR act = qHTS for Inducers of the Endoplasmic Reticulum Stress Response (ERSR) in Human Glioma: qHTS; U87-MG GRP78 promoter luciferase reporter, 16 h; Potency, µM, inactives show top-dose activation, most hits filed as activators; hit rate 0.02% among 420,000; AID 602332, 2012; further: potency means the concentration at half of the fitted maximal effect; series mostly up to about 76 µM; % of control where 0% means no effect; nearly all actives have a fitted effect of over 35% in size
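ERSR induction read as luciferase luminescence (Bright-Glo, 10 min at room temperature) in stably transfected human U87-MG glioma cells exposed to compounds for 16 h, using GRP78 as sensor.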
Vif-A3G inh = qHTS for Inhibitors of Vif-A3G Interactions: qHTS; HeLa A3G-eYFP + Vif (tagged APOBEC3G with the HIV-1 protein that degrades it), YFP fluorescence, overnight; Potency, µM (highest dose often 46.1 µM), for inactives: at the top dose activity, negative = active, actives largely listed as inhibitors; hit rate 0.076% among 410,000;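 further: potency means the concentration at half of the fitted maximal effect; on the % scale 0 is the no-effect control and ±100 the full control effect; nearly all actives have a fitted effect of over 60% in size; hits raise eYFP signal because A3G escapes Vif-driven loss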
Target sequence (Q9HC16 whole entry, looked up): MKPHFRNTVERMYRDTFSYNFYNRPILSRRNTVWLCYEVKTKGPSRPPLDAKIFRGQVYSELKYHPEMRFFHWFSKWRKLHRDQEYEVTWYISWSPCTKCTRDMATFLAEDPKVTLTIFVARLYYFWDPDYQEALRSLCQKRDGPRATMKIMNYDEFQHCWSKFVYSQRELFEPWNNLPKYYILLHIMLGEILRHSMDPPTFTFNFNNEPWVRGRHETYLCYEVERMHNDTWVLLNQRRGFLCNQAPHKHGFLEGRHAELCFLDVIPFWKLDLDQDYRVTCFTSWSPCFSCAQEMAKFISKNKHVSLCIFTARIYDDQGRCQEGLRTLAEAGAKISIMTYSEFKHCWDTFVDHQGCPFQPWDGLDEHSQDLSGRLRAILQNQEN
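Read-out is eYFP fluorescence (Ex 488/Em 500-530) from Vif-expressing HeLa A3G-eYFP cells; more signal means A3G escaped Vif-mediated degradation. Cells plated overnight, compound pinned in, incubated overnight at 37 deg C.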
rTrxR1 inhibitor = qHTS Assay for Inhibitors of Mammalian Selenoprotein Thioredoxin Reductase 1 (TrxR1): qHTS; Thioredoxin reductase 1, cytoplasmic (Rattus norvegicus), O89049; recombinant rTrxR1, NADPH fluorescence consumption, selenite substrate; Potency, µM (titrated, usually from 114 µM), for inactives: top-dose activity change, negative = inhibition, hits mostly inhibitors; hit rate 1% among 390,000; AID 588453, 2011; further: potency means the concentration at half of the fitted maximal effect; on the % scale 0 is the no-effect control and ±100 the full control effect; nearly all actives have a fitted effect of over 65% in size
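Rat TrxR1 (90 nM in the dispensed reagent) was pre-reduced with 400 uM NADPH for 5 min at room temperature, then incubated with compound for 15 min. After 400 uM selenite was added, NADPH fluorescence (Ex 340/Em 450 nm) was followed for 8 min.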
Starred values were filed as active, the others as inactive; ? = inconclusive; · = no result given; & = joins results of further samples; [ ] = another dose, or the depositor's remark. Unless noted, the call rests on the fitted dose curve; in most records, active means well fitted curve in the direction sought with a large enough effect; inconclusive means small, poorly fitted or top-dose-only effect, or another doubt; inactive means no such curve, though single readings can be large; an effect the other way counts as inactive or inconclusive.

Each structure is followed by: USP1 inh	TrxR1 substrate	Vif-A3F inh	LDHA inh	RGS4 inhibitor	IDH1 R132H inh	GRP78 ERSR act	Vif-A3G inh	rTrxR1 inhibitor
CC(C)=C[C@H]1C[C@H](C)[C@H]2CC[C@H](C)c3c(O[C@@H]4OC[C@@H](O)[C@H](O)C4O)c(O)c(C)c1c32 (stereo not given in full)
    -30%	-5%	6%	2	-8%	-8%	0%	-12%	10%
Cc1ccccc1-n1c(C)nnc1SC(C)C(=O)NCC1CCCO1 (stereo not given)
    -24%	-1%	0%	-1	-2%	-1%	0%	-7%	23%
CC(=O)N(CCOc1ccccc1)CCOc1ccccc1
    -23%	-6%	-1%	-17	6%	-15%	5%	-1%	7%
Cc1ccc(NC(=S)N2CCN(c3nccc(C(F)(F)F)n3)CC2)c(C)c1
    -22%	16%	4%	-8	0%	0%	-3%	1%	26%
COc1ccc(C2C(=O)N(C3CCC(C)CC3)CC(=O)N2C2CCCCC2)cc1OC (stereo not given)
    2%	1%[57.1 µM]	-18%	-2	7%	2%	-1%	-6%	5%[57.1 µM]
COc1cc(OC)cc(-c2cc(N3C(=O)Nc4ccccc4N3O)n[nH]2)c1
    -5%	-3%	9%	-4&-2	13%	-1%	-3%	3%	5%
CCc1nc(SCC(=O)c2cc(C)ccc2C)n[nH]1
    -1%	-4%	-2%	-1	?	9%	-3%	2%	?
COC(=O)c1cc(C(=O)OC)n(Cc2ccc(C)cc2)c1C
    -18%	1%	-15%	1	-1%	19%	5%	-6%	-3%
Cc1nc2cc(-c3ccccc3)ccc2o1
    -18%	12%[57.1 µM]	3%	-4	-9%[11.4 µM]	3%	11%	0%	18%[57.1 µM]
CCOC(=O)C1CCCN(C(=S)NC2CCCCC2)C1 (stereo not given)
    0%	1%[57.1 µM]	-2%	-6	4%	-3%	-2%	-3%	5%[57.1 µM]
COC(=O)Cc1ccc(NC(=S)N2CCN(c3ccc(F)cc3)CC2)cc1
    -24%	-7%	8%	-6	-12%	1%	-6%	3%	-12%
NS(=O)(=O)c1ccc2nc(NC(=O)CS(=O)(=O)c3ccc(F)cc3)sc2c1
    -4%	-15%	-10%	0	32%	4%	-2%	-3%	?
COC(=O)[C@@H]1[C@H]2SC(C)(C)[C@H](C(=O)OC)N2C(=O)N1Cc1cc2ccccc2n1S(=O)(=O)c1ccccc1
    ·	-8%	·	·	·	·	-3%	-4%	12%
CCc1ccc(Cn2nnc(C(=O)Nc3ccc(C)cc3)c2N)cc1
    -11%	21%	0%	-3	-2%	-4%	-6%	6%	32%
Cc1ccc(S(=O)(=O)Nc2ccc3nc(-c4cccn4C)[nH]c3c2)cc1
    -24%	4%	1%	-3	-49%	2%	-1%	-13%	-8%
CCC(CO)Oc1cc(NCc2ccccc2F)c2ncn(C(C)C)c2c1 (stereo not given)
    -15%	3%[57.1 µM]	4%	15	-22%	?	2%	2%	-17%[57.1 µM]
CCOC(=O)C1CCN(C(c2cc(OC)c(OC)c(OC)c2)c2sc3nc(C)nn3c2O)CC1 (stereo not given)
    -14%	15%[57.1 µM]	-2%	1	-19%	0%	-4%	0%	-1%[57.1 µM]
COc1ccc2oc(C(=O)OCC(=O)Nc3ccc(N4CCOCC4)cc3)c(C)c2c1
    -1%	13%	-3%	-3	-26%	-1%	-2%	3%	4%
COc1cccc2cc(-c3cc(=O)oc4ccc(O)cc34)oc12
    -13%	-3%	2%	-1	-10%	-3%	-1%	-6%	13%
CCOC(=O)C(CC)(CC)C(=O)/C=C/c1ccc(Br)cc1
    -21%	-1%	-8%	-4	1%	0%	-3%	-17%	-1%
Cc1c(NC(=O)C(C)OC(=O)c2cccnc2Cl)c(=O)n(-c2ccccc2)n1C (stereo not given)
    -15%	6%	1%	-3	3%	2%	-3%	3%	14%
Cc1cccc(NC(=O)CSc2nc3ccccc3c3nc(CCn4cncc4C)nn23)c1
    -35%	-2%[57.1 µM]	-18%	0	-19%	14%	-7%	-3%	8%[57.1 µM]
c1ccc2c(N3CCCCC3)ncnc2c1
    -1%	-12%	-7%	-5	4%	3%	-2%	5%	-18%
Oc1ccc(N=Nc2ccc3c(c2)OCCO3)c(O)c1
    -16%	-14%	0%	0	-14%	1%	-6%	0%	1%
O=C1C2C(c3ccccc3)CC=CC2C(c2cccc([N+](=O)[O-])c2)N1Cc1ccccc1 (stereo not given)
    ·	-7%	·	·	-4%	·	-5%	0%	1%
O=C(CSc1nc2nn(-c3ccccc3)c(=O)c-2c2n1CCCCC2)Nc1ccccc1[N+](=O)[O-]
    -17%	2%	-21%	-2	-10%	5%	2%	1%	1%
O=C(CNS(=O)(=O)c1ccc(F)c(Cl)c1)NCCc1ccccc1
    -2%	-15%	5%	-7	19%	-1%	-1%	7%	-26%
COc1ccc(C(NC(=O)c2ccco2)c2ccc(OC)c(OC)c2)cc1 (stereo not given)
    0%	10%[57.1 µM]	10%	-2	-11%	4%	-3%	-5%	17%[57.1 µM]
CC1CN(S(=O)(=O)c2cccs2)CC(C)O1 (stereo not given)
    -5%	10%	1%	-3	26%	3%	0%	0%	20%
O=C(Nc1cc2c(cc1C(=O)c1cccc(Br)c1)OCCO2)c1ccccc1F
    -10%	8%[11.4 µM]	0%	-5	-3%	-11%	-3%	-1%	2%
COc1ccc(C(=O)N/C(=C/c2ccco2)C(=O)N2CCCCCC2)cc1
    -16%	-8%	-3%	0	-18%	-4%	-4%	-1%	?
COc1ccc(-c2nn(-c3ccccc3)cc2C(=O)Nc2nccs2)cc1OC
    -11%	12%[57.1 µM]	-7%	-3	-15%	8%	3%	-22%	18%[57.1 µM]
CCC1(C)Cc2c(sc3c2c(=O)n(-c2ccccc2)c(=O)n3C)CO1 (stereo not given)
    -11%	-1%	5%	-10	-27%	-5%	1%	3%	2%
O=C(COC(=O)CCCc1nc2ccccc2s1)NC(=O)NCc1ccco1
    -17%	2%	8%	-2	42%	-2%	-8%	3%	-1%
O=C(c1cccs1)N1CCN=C1SCc1ccc(Cl)cc1
    -10%	9%[57.1 µM]	3%	-5	?	-4%	-3%	0%	33%[57.1 µM]
CCOC(=O)/C(C#N)=C/C1=C(N2CCOCC2)CC(C)(C)OC1
    -16%	-5%	-20%	-3	3%	3%	-4%	2%	?
Brc1ccc(/C=N/Nc2ncnc3c2cnn3Cc2ccccc2)cc1
    -1%	-5%	3%	-5	-5%	-1%	-6%	0%	1%

Exported as a markdown table: part of the list above
| canonical_smiles | USP1 inh | TrxR1 substrate | Vif-A3F inh | LDHA inh | RGS4 inhibitor | IDH1 R132H inh | GRP78 ERSR act | Vif-A3G inh | rTrxR1 inhibitor |
| --- | --- | --- | --- | --- | --- | --- | --- | --- | --- |
| O=C(c1cccs1)N1CCN=C1SCc1ccc(Cl)cc1 | -10% | 9%[57.1 µM] | 3% | -5 | ? | -4% | -3% | 0% | 33%[57.1 µM] |
| CCOC(=O)/C(C#N)=C/C1=C(N2CCOCC2)CC(C)(C)OC1 | -16% | -5% | -20% | -3 | 3% | 3% | -4% | 2% | ? |

Of the compounds above, 6 have fluorine:
Each structure is followed by: USP1 inh	TrxR1 substrate	Vif-A3F inh	LDHA inh	RGS4 inhibitor	IDH1 R132H inh	GRP78 ERSR act	Vif-A3G inh	rTrxR1 inhibitor
Cc1ccc(NC(=S)N2CCN(c3nccc(C(F)(F)F)n3)CC2)c(C)c1
    -22%	16%	4%	-8	0%	0%	-3%	1%	26%
COC(=O)Cc1ccc(NC(=S)N2CCN(c3ccc(F)cc3)CC2)cc1
    -24%	-7%	8%	-6	-12%	1%	-6%	3%	-12%
NS(=O)(=O)c1ccc2nc(NC(=O)CS(=O)(=O)c3ccc(F)cc3)sc2c1
    -4%	-15%	-10%	0	32%	4%	-2%	-3%	?
CCC(CO)Oc1cc(NCc2ccccc2F)c2ncn(C(C)C)c2c1 (stereo not given)
    -15%	3%[57.1 µM]	4%	15	-22%	?	2%	2%	-17%[57.1 µM]
O=C(CNS(=O)(=O)c1ccc(F)c(Cl)c1)NCCc1ccccc1
    -2%	-15%	5%	-7	19%	-1%	-1%	7%	-26%
O=C(Nc1cc2c(cc1C(=O)c1cccc(Br)c1)OCCO2)c1ccccc1F
    -10%	8%[11.4 µM]	0%	-5	-3%	-11%	-3%	-1%	2%

This is a subset, so the mix of outcomes need not match the whole.
